USP1 inh: USP1/UAF1 (human) deubiquitinase inhibition | O94782 | recombinant USP1/UAF1, Ub-Rhodamine cleavage fluorescence | Potency, µM (highest dose often 57.1 µM), without a hit: top-dose activity change, negative = inhibition, actives largely listed as inhibitors | AID 743255 | 390,000 compounds, 0.23% hits; also: potency is read from the fitted curve at half-maximal effect; % is scaled to controls: 0 for no effect and ±100 for the full control effect; nearly all actives have a fitted effect of over 60% in size; inactives centre near -12
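1 nM enzyme complex + cpd, 15 min RT; start with Ub-Rho 150nM final; kinetic fluorescence ex 480/em 540, 6 reads q60 s. Buffer 50mM HEPES pH 7.8, 0.5mM EDTA, 0.1 mg/ml BSA, 1mM TCEP, 0.01% Tween-20.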
GRP78 ERSR act: induces the endoplasmic reticulum stress response in human glioma cells; U87-MG GRP78 promoter luciferase reporter, 16 h; Potency, µM, for the others: at the highest dose activation, most hits filed as activators; 420,000 compounds, 0.02% hits; AID 602332; also: potency is read from the fitted curve at half-maximal effect; series mostly up to about 76 µM; % of control where 0% means no effect; nearly all actives have a fitted effect of over 35% in size
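Stably transfected U87-MG human glioma cells carrying a GRP78-based luminescent sensor were seeded at 1000 cells/well, pin-dosed with compounds and incubated 16 h. Luciferase reagent was then added, and end-point luminescence was read after 10 min at room temperature.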
TrxR1 substrate: is turned over as a substrate by rat TrxR1 | O89049 | purified TrxR1 substrate turnover, NADPH consumption readout | Potency, µM (doses to about 114 µM), inactives show at the highest dose activity change, negative = substrate turnover | 390,000 compounds, 0.01% hits; also: potency is read from the fitted curve at half-maximal effect; % is scaled to controls: 0 for no effect and ±100 for the full control effect; nearly all actives have a fitted effect of over 50% in size
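Rat TrxR1, dispensed at 90 nM, was prereduced with 400 uM NADPH (final) for 5 min at ~22 deg C, then incubated with compound 15 min before 400 uM selenite. A first-read NADPH fluorescence drop versus no-compound background flagged substrates.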
LDHA inh: blocks human lactate dehydrogenase A; activity change, % (values are at about 110 or 230 µM); purified LDHA, NADH/diaphorase-resazurin fluorescence; hits give low values; 480,000 compounds, 0.15% hits; AID 1347041; in the data active = activity change below about -30%; inconclusive = mostly about -25% to -30%;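 also: plate controls were DMSO wells for no effect and wells without enzyme for full effect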
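Resorufin fluorescence (ex540/em590), read at 0 and 20 min after diaphorase/resazurin addition, reports the NADH left after a 5 min room-temperature reaction of 2 nM human LDH5 with 0.06 mM NADH and 0.2 mM pyruvate.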
IDH1 R132H inh: human IDH1 R132H inhibition; Potency, µM (doses to about 76.6 µM), for the others: top-dose activity change, negative = inhibition, actives largely listed as inhibitors; IDH1-R132H enzyme, NADPH consumption, diaphorase/resazurin fluorescence; 390,000 compounds, 0.093% hits; also: potency is read from the fitted curve at half-maximal effect; % is scaled to controls: 0 for no effect and ±100 for the full control effect; nearly all actives have a fitted effect of over 65% in size
Target sequence (O75874 whole entry R132H, stated change not applied): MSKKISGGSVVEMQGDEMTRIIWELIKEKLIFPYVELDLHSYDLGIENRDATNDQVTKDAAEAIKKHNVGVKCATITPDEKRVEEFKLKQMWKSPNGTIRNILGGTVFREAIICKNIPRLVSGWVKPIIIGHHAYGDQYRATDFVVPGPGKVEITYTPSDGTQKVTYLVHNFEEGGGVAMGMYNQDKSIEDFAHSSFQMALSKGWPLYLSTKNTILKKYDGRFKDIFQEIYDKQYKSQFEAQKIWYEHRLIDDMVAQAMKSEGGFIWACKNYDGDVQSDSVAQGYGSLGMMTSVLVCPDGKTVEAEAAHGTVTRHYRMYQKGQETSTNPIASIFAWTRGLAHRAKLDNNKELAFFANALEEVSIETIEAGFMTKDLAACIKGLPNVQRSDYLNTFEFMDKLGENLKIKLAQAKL
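IDH1-R132H (0.5 ug/mL dispensed) in pH 7.5 Tris buffer was preincubated 30 min with compound, then given a substrate mix of 0.016 mM NADPH and 2 mM alpha-KG for 80 min at room temperature; remaining NADPH was read by diaphorase/resazurin fluorescence.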
Vif-APOBEC3F blk: blocks the Vif interaction with APOBEC3F; HeLa A3F-eYFP + Vif (tagged APOBEC3F with the HIV-1 protein that degrades it), YFP fluorescence increase; Potency, µM (series often up to 46.1 µM), inactives show at the top dose activity, negative = active; 390,000 compounds, 0.2% hits; also: potency is read from the fitted curve at half-maximal effect; % of control where 0% means no effect; nearly all actives have a fitted effect of over 65% in size
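HeLa cells stably expressing Vif plus C-terminally eYFP-tagged A3F were seeded, incubated overnight at 37 deg C, dosed with compound, incubated overnight again at 37 deg C. Yellow fluorescence (Ex 488/Em 500-530) reported blocked Vif-mediated A3F-eYFP degradation.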
Vif-A3G inh: blocks the Vif interaction with human APOBEC3G | Q9HC16 | HeLa A3G-eYFP + Vif (tagged APOBEC3G with the HIV-1 protein that degrades it), YFP fluorescence, overnight | Potency, µM (series often up to 46.1 µM), inactives show top-dose activity, negative = active, most hits filed as inhibitors | 410,000 compounds, 0.076% hits;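 also: potency is read from the fitted curve at half-maximal effect; % is scaled to controls: 0 for no effect and ±100 for the full control effect; nearly all actives have a fitted effect of over 60% in size; hits raise eYFP signal because A3G escapes Vif-driven loss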
Target sequence (Q9HC16 whole entry, looked up): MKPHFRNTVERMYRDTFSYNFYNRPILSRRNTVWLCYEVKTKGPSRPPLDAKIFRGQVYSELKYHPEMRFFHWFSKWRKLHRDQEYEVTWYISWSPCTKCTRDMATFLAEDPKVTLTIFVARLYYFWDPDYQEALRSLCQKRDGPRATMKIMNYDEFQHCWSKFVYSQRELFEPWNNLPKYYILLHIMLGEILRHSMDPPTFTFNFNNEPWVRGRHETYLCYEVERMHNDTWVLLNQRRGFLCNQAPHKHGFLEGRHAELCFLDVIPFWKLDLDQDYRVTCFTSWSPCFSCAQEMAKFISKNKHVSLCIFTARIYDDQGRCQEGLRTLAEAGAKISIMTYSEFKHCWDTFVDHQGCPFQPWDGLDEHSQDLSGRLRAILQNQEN
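Read-out is eYFP fluorescence (Ex 488/Em 500-530) from Vif-expressing HeLa A3G-eYFP cells; more signal means A3G escaped Vif-mediated degradation. Cells plated overnight, compound pinned in, incubated overnight at 37 deg C.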
rTrxR1 inhibitor: blocks rat thioredoxin reductase 1 | O89049 | recombinant rTrxR1, NADPH fluorescence consumption, selenite substrate | Potency, µM (highest dose often 114 µM), for inactives: top-dose activity change, negative = inhibition, hits mostly inhibitors | 390,000 compounds, 1% hits | AID 588453; also: potency is read from the fitted curve at half-maximal effect; % is scaled to controls: 0 for no effect and ±100 for the full control effect; nearly all actives have a fitted effect of over 65% in size
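Rat TrxR1 (90 nM in the dispensed reagent) was pre-reduced with 400 uM NADPH for 5 min at room temperature, then incubated with compound for 15 min. After 400 uM selenite was added, NADPH fluorescence (Ex 340/Em 450 nm) was followed for 8 min.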
RGS4 inhibitor: inhibitors of human regulator of G protein signaling 4; P49798; Transcreener GDP fluorescence polarization, RGS4-accelerated GTP hydrolysis; Potency, µM (top dose mostly 114 µM), for inactives: at the highest dose activity change, negative = inhibition, usual class: inhibitors; 390,000 compounds, 0.039% hits; also: potency is read from the fitted curve at half-maximal effect; % is scaled to controls: 0 for no effect and ±100 for the full control effect; nearly all actives have a fitted effect of over 75% in size; some results filed as inactive show a strong effect at the top dose
Target sequence (P49798 whole entry, looked up): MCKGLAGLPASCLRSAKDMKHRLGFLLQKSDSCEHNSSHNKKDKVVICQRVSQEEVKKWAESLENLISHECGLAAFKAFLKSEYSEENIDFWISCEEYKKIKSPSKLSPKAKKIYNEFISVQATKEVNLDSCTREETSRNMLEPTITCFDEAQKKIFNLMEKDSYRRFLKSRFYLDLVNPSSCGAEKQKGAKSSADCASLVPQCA
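MLSMR compounds (23 nl, pin-transferred) preincubated 10 min at room temperature with a 500nM (2x) first reagent, then RGS4 at 900nM (2x) plus Transcreener GDP mix added; fluorescence polarization (620/688 nm) read before and after 90 min at 30 °C.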
* = called active by the depositor; u = inconclusive; x = no result given; & = joins results of further samples; [ ] = dose if it differs, or a comment. Unless noted, calls follow the shape of the dose curve; as a rule, active = well fitted curve in the direction sought with a large enough effect; inconclusive = small, poorly fitted or top-dose-only effect, or another doubt; inactive = no such curve, though single readings can be large; an effect the other way counts as inactive or inconclusive. A portion of the library; count on the stated rates, not on these rows.

SMILES	USP1 inh	GRP78 ERSR act	TrxR1 substrate	LDHA inh	IDH1 R132H inh	Vif-APOBEC3F blk	Vif-A3G inh	rTrxR1 inhibitor	RGS4 inhibitor
CCOc1ccccc1CNC(=O)CCn1cccn1	5%	-3%	-1%[57.1 µM]	-11	-1%	2%	0%	9%[57.1 µM]	18%
CCOC(=O)Nc1ccc2c(CN3CCC(C(=O)OC)CC3)cc(=O)oc2c1	-15%	-5%	27%	1&4	3%	-4%	1%	-5%	-7%
Cc1ccc(-c2nc(NC(=O)CSc3nnc4scc(-c5ccccc5)n34)ns2)cc1	-14%	-5%	2%[57.1 µM]	-1	8%	0%	4%	7%[57.1 µM]	-6%
Cc1ccc(NCCC(=O)c2ccc(Cl)cc2)cc1	-10%	7%	5%	-3	8%	-2%	-6%	u	-17%
CCOC(=O)Cn1c(=O)oc2cc(S(=O)(=O)Nc3ccc(F)cc3)ccc21	-16%	u	-2%	0	-6%	1%	3%	21%	-4%
CCc1nnc(N/N=C/c2cc(Br)c(O)cc2O)n1N	u	-12%	-14%	8	20%	5%	0%	-20%	-38%
COc1cc(C2CC(=O)N(CC(=O)Nc3ccccc3F)c3ccccc3S2)cc(OC)c1OC (stereo not given)	-28%	-6%	-6%	1	7%	1%	-5%	5%	-2%
CCN(Cc1ccccc1)C(=O)C1CCN(Cc2sccc2C)CC1	-3%	-2%	-14%	-23	7%	-2%	0%	-10%	18%
CCN1c2ccccc2-c2nc3ccccc3n2C1c1ccccn1 (stereo not given)	-8%	4%	297%[activator]	-1	5%	-8%	-11%	-12%	-9%
CCOC(=O)N1CCN(C(=O)/C(=C\c2ccc(SC)cc2)NC(=O)c2ccccc2)CC1	17%	-7%	-3%[57.1 µM]	-1	-3%	4%	0%	-16%[57.1 µM]	7%
O=C(COc1ccccc1)N1CCN(C(=O)c2ccc([N+](=O)[O-])cc2)CC1	-17%	-3%	5%	-6	6%	2%	3%	12%	9%[11.4 µM]
C=CCOc1ccc(/C(O)=C2\C(=O)C(=O)N(CCN(C)C)C2c2cccs2)cc1 (stereo not given)	-11%	4%	-6%	-3	12%	-2%	1%	u	-6%
COc1cc(C(=O)N2CCN(C(=O)COc3cccc(C)c3)CC2)cc(OC)c1OC	-9%	4%	13%	-3	17%	1%	3%	30%	-17%
COC(=O)c1sccc1-c1ccc(/C=N/OCc2c(Cl)cccc2Cl)o1	-23%	-1%	17%	0	0%	-3%	0%	-22%	-37%
Clc1ccc(/C=C/c2ccnc3ccccc23)c(Cl)c1	x	-1%	-8%	x	x	x	-2%	u	x
COc1ccc(/C=C(\C#N)C(=O)NCc2ccccc2)cc1O	-8%	11%	-3%[57.1 µM]	10	8%	3%	-9%	-1%[57.1 µM]	-1%
CCN(CC)C(=O)CCc1nc2sc3c(c2c(=O)[nH]1)CCCC3	0%	-1%	4%	-9	5%	2%	2%	14%	8%
COc1ccc(C(=O)C[n+]2cccc3cc(Cl)ccc32)cc1	x	-4%	-4%	1	x	x	u	19%	x
Clc1ccc(CCNc2nc3ccccc3s2)cc1	-10%	3%	-8%	-7	9%	x	-3%	-10%	41%
COc1ccc(OCc2ccc(-c3nc(C#N)c(NCc4ccccc4)o3)o2)cc1	-11%	-2%	6%	-7	-12%	-4%	2%	24%	11%
O=C(NC1CCCCC1)c1ccccc1NC(=O)C1CC1	-2%	1%	4%[57.1 µM]	-10	5%	-2%	1%	8%[57.1 µM]	34%
Clc1ccc(-c2nnc3sc(Cc4cccs4)nn23)cc1	-15%	5%	-10%	-7	5%	-5%	11%	-24%	-11%
O=S1(=O)CCO[C@H]2CCCC[C@@H]2N1Cc1cccc(F)c1	x	-3%	5%	x	x	x	0%	11%	x
O=C(CN(C(=O)CCC(=O)Nc1ccccn1)C1CCCC1)NCc1ccc(F)cc1	-18%	1%	-2%[57.1 µM]	3	-10%	1%	-2%	0%[57.1 µM]	7%
CC1CC(=O)N(CC(=O)Nc2ccc(OC(F)(F)F)cc2)c2ccccc2S1 (stereo not given)	-31%	-4%	-4%	1	1%	1%	0%	2%	12%

In the list so far, these have two or more sulfur atoms:
SMILES	USP1 inh	GRP78 ERSR act	TrxR1 substrate	LDHA inh	IDH1 R132H inh	Vif-APOBEC3F blk	Vif-A3G inh	rTrxR1 inhibitor	RGS4 inhibitor
Cc1ccc(-c2nc(NC(=O)CSc3nnc4scc(-c5ccccc5)n34)ns2)cc1	-14%	-5%	2%[57.1 µM]	-1	8%	0%	4%	7%[57.1 µM]	-6%
Clc1ccc(-c2nnc3sc(Cc4cccs4)nn23)cc1	-15%	5%	-10%	-7	5%	-5%	11%	-24%	-11%

The listing picks up, repeating the five entries before the break.
SMILES	USP1 inh	GRP78 ERSR act	TrxR1 substrate	LDHA inh	IDH1 R132H inh	Vif-APOBEC3F blk	Vif-A3G inh	rTrxR1 inhibitor	RGS4 inhibitor
O=C(NC1CCCCC1)c1ccccc1NC(=O)C1CC1	-2%	1%	4%[57.1 µM]	-10	5%	-2%	1%	8%[57.1 µM]	34%
Clc1ccc(-c2nnc3sc(Cc4cccs4)nn23)cc1	-15%	5%	-10%	-7	5%	-5%	11%	-24%	-11%
O=S1(=O)CCO[C@H]2CCCC[C@@H]2N1Cc1cccc(F)c1	x	-3%	5%	x	x	x	0%	11%	x
O=C(CN(C(=O)CCC(=O)Nc1ccccn1)C1CCCC1)NCc1ccc(F)cc1	-18%	1%	-2%[57.1 µM]	3	-10%	1%	-2%	0%[57.1 µM]	7%
CC1CC(=O)N(CC(=O)Nc2ccc(OC(F)(F)F)cc2)c2ccccc2S1 (stereo not given)	-31%	-4%	-4%	1	1%	1%	0%	2%	12%
CC(C)(C)c1ccc(Cn2c(Cc3ccccc3)nc3ccccc32)cc1	-19%	8%	-7%	2	-6%	-22%	-3%	16%	-12%
CCc1nnc(NS(=O)(=O)c2ccc(NC(=O)c3ccccc3C)cc2)s1	-1%	-4%	-1%	-4	0%	3%	2%	19%	28%
Cc1ccc(-n2c(=O)c3ccc(C(=O)NCc4ccco4)cc3n(Cc3ccc(Cl)cc3)c2=O)cc1	0%	-7%	2%	-4	-7%	1%	2%	26%	9%
COc1cc(OC)cc(C(=O)NCC(=O)OCC(=O)Nc2ccc3c(c2)OCO3)c1	-2%	-4%	6%	6	5%	-21%	2%	5%[57.1 µM]	-16%
CCCCN1C(=O)C(CC(=O)NC(c2ccccc2)c2ccccc2)CC(C(=O)N2CCOCC2)=C1C (stereo not given)	-7%	-6%	x	-13	14%	-4%	-4%	x	x
S=C(NCC1CCCO1)N1CCN(Cc2ccccc2)CC1 (stereo not given)	-2%	-4%	10%	-14	2%	11%	0%	28%[57.1 µM]	-1%
NC(=O)CCCSc1nc2ccccc2[nH]1	-16%	0%	12%	-5	3%	-2%	-2%	14%	-20%
CCC(C)NC(=O)c1ccccc1NC(=O)CN1C(=O)c2cccc3cccc1c23 (stereo not given)	-8%	-1%	15%	-3	-3%	-6%	1%	24%	-4%
Cc1cc2nc(-c3ccc(=O)[nH]c3)n(C)c2cc1C	-9%	7%	7%[57.1 µM]	11	3%	-5%	0%	-4%[57.1 µM]	-4%
COc1ccc(OCC(=O)NCCNC(=O)c2ccncc2)cc1	-11%	-3%	-2%	2	-18%	9%	0%	3%	16%
O=C(N/N=C/C=C/c1ccc2c(c1)OCO2)c1ccc([N+](=O)[O-])cc1	-5%	-1%	-2%[57.1 µM]	5	-3%	-5%	-3%	-6%	10%
CC(=O)c1ccc(N2CCN(C(=O)c3cc4cc5cc(C)ccc5nc4s3)CC2)cc1	-19%	-1%	0%[57.1 µM]	-2	-15%	-6%	-2%	17%[57.1 µM]	-18%
CC(CCc1ccccc1)NCC(O)c1ccc(O)c(C(N)=O)c1 (stereo not given)	1%	-2%&-3%&-3%	130%[activator][57.1 µM]	4	-19%	6%	-1%	35%[activator][57.1 µM]	3%[56.9 µM]
COc1ccc(NC(=O)COC(=O)C2C3CC4OC(=O)C2C4C3)cc1 (stereo not given)	-13%	2%	-6%	1	0%	-2%	-5%	-15%	-6%
COc1cccc(CN(C)CCCn2cnc(C(=O)Nc3ccc(C)c(C)c3)n2)c1	-31%	-4%	-1%	1	0%[38.3 µM]	6%	-1%	-2%	-11%
CCOc1ccc(S(=O)(=O)N(CC(=O)NC2CCCCC2C)Cc2ccco2)cc1 (stereo not given)	-3%	-8%	-6%	-2	-1%	-34%	1%	-4%	10%
CC(Oc1ccccc1)C(=O)Nc1ccc(S(=O)(=O)Nc2nccs2)cc1 (stereo not given)	-6%	3%	-2%	-4	-11%	-6%	-6%	-3%	10%
COc1ccc(N2CC(NS(=O)(=O)c3cccs3)CC2=O)cc1OC (stereo not given)	-6%	-1%	-4%[57.1 µM]	-7	-5%	4%	-1%	-5%[57.1 µM]	15%

High-throughput results deposited in PubChem by National Center for Advancing Translational Sciences (NCATS).
